High-throughput results (PubChem BioAssay)
K1F lysis inhibition = inhibition of K1F phage lysis, E. coli UTI89, bacterial capsule biogenesis inhibitors, alamar blue (AID 488966). one-dose inhibition, % at 100 µM; IC50 in µM for titrated hits. actives 0.02% (n = 340,000). E. coli UTI89 K1F phage lysis, alamar blue, 2 h; higher % means a stronger effect;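 active = phage lysis inhibition, versus mean bacterial control, above a set limit; inconclusive = no clear call, values can overlap the other calls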;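 note: capsule biogenesis inhibitors block K1F phage lysis so surviving cells raise fluorescence; higher fluorescence means more inhibition of phage lysis; actives were called in the ten point dose series up to 300 µM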
MT stabilizer = stabilizes microtubules in HeLa cells; HeLa tubulin immunostaining HCS, 24 h; share of cells brighter than vehicle mean+2SD; % tubulin-high responders, % at 10 µM; actives 0.83% (n = 200,000); AID 2205;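 active = plate Z-score above 3 for both tubulin-high and condensed-nucleus cell shares, with cell loss under 80%, at 10 µM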;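 note: anti alpha tubulin signal scored within the nucleus-defined area of each cell; some results filed as inactive read as strong as hits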
M17LAP inhibition = P. falciparum M17LAP inhibitors, primary screen, biochemical, fluorogenic H-Leu-NHMec substrate, 1536-well (AID 1619) | inhibition, % at 30 µM; hits with a dose series show IC50 in µM | actives 0.38% (n = 220,000) | recombinant M17LAP, H-Leu-NHMec fluorogenic kinetic assay; higher % means a stronger effect;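 active = compound inhibiting the enzyme by more than half at any dose during confirmatory dose-response retesting; inconclusive = strong single-dose inhibitors picked by rank but not retested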;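 note: plate controls were full reaction with DMSO carrier for no effect and no enzyme background for full effect; strong numbers were not always called active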
Dynein cargo inh = blocks dynein driven cargo transport along microtubules | 3617.4 mouse cells, GR-EGFP nuclear translocation imaging; test concentration mostly 20 µM; stimulated with dexamethasone, 1 µM; active compounds read low | z-score, hits read low | actives 0.47% (n = 220,000);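 active = plate z-score of nuclear minus cytoplasmic receptor signal below a set negative limit, without overly bright fluorescence or cell loss, cut at about -3.5 in these data, passing the limit was not always enough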;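 note: z-score of nuclear minus cytoplasmic ring GR-EGFP intensity difference per well; some compounds called inactive have numbers as strong as hits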
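medium = tetracycline-free induction medium containing charcoal-stripped FBS | also added = 1.0 µM final dexamethasone stimulus | schedule = 48 h induction, 1 h compound, 30 min dex at 37 °C | technique = fixed, Hoechst-stained cells imaged at 10x for EGFP | measure = GR-EGFP nuclear translocation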
ER stress rescue = protection against thapsigargin-triggered cell killing – 384-well, CSM14.1, ATP luminescence, primary screen (AID 1222) | CSM14.1 thapsigargin-induced death rescue, ATP luminescence; higher % means a stronger effect | 190,000 tested, under 10 active | one-dose cellular ATP content (survival), % at 20 µM; EC50 in µM for titrated hits;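 active = EC50 below 50 µM in the dose-response confirmation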;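 note: death triggered by thapsigargin at about 15 µM added after 2 h compound pretreatment; cell ATP read after overnight thapsigargin exposure of roughly 18 to 22 hours; normalized against plate controls of thapsigargin alone and 5% DMSO vehicle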
b-catenin transl = modulators of beta-catenin nuclear translocation. HeLa beta-catenin nuclear translocation, immunofluorescence imaging. nuclear translocation activity, % at 5 µM. actives 0.3% (n = 190,000). AID 1665;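 active = nuclear translocation activity above 50% at 5 µM, with a well cell count of 50 or more; inconclusive = wells under 50 cells across six images, flagged as toxic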;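 note: per-cell ratio of nuclear to cytoplasmic median beta-catenin stain intensity; plate controls were DMSO negative control for no effect and GSK-3 inhibitor IX positive control for full effect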
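Read-out: Nuclear/cytoplasmic beta-catenin signal ratio, % activation | Assay system: Human HeLa cell line | Times: 24 h compound exposure at 37°C, 5% CO2 | Signal: Fluorescence imaging of beta-catenin antibody stain plus DAPI | Dosing: 5 µM primary, 0.02–20 µM confirmation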
M1AAP inhibition = malaria alanyl aminopeptidase activity blockers – biochemical, fluorogenic H-Leu-NHMec substrate, 1536-well (AID 1445); recombinant M1AAP, H-Leu-NHMec fluorogenic kinetic assay; higher % means a stronger effect; inhibition, % at 30 µM, or IC50 in µM where a hit was titrated; actives 0.42% (n = 220,000);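 active = primary inhibition above the hit cutoff, then over 50% inhibition at one or more dose response concentrations, cut at about 23% in these data, passing the limit was not always enough; inconclusive = conflicting primary data, or primary hits not chosen for dose response; inactive = low primary inhibition, or under 50% at every dose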;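 note: plate controls were DMSO full reaction for no effect and no enzyme background for full effect; strong numbers were not always called active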
Autophagy mod = modulators of autophagy; actives 0.98% (n = 190,000); calls only at 10 µM (by protocol); AID 463193; MEF GFP-LC3 puncta imaging; test concentration mostly 10 µM;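 active = percentage of spot-positive cells more than 3 SD above its plate mean, without a fluorescence outlier flag or 80% toxicity; inconclusive = no clear call, values can overlap the other calls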;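 note: spot-positive cell cutoff set from DMSO-treated cells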
Ins promoter up = MIN6 insulin promoter up-regulation; MIN6 insulin promoter-GFP reporter, high-content imaging; active compounds read high; z-score at 5 µM; actives 0.3% (n = 190,000);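 active = z-score above 3 at 5 µM with at least 500 cells counted in the well; inconclusive = wells under 500 cells, flagged as cytotoxic or low count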
Dynein cargo inh cytoplasmic EGFP = further read-out of Dynein cargo inh, marked with its call; z-score; measured here: cytoplasmic GR-EGFP intensity; active compounds read high
Dynein cargo inh nuclear GR-EGFP = recorded beside Dynein cargo inh, whose call it bears; z-score; measured here: nuclear GR-EGFP intensity;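 lower value marks the stronger effect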
Dynein cargo inh cell count = second read-out of Dynein cargo inh, no call of its own (marks repeat the call); z-score; measured here: cell count per field
Ins promoter up cell count = recorded beside Ins promoter up, whose call it bears; cell count; measured here: cytotoxicity, nuclei count;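 total cells summed across four imaged fields per well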
b-catenin transl cell count 5 µM = second read-out of b-catenin transl, no call of its own (marks repeat the call); cell count; measured here: cell count, cytotoxicity flag
MT stabilizer Hoechst-high % = recorded beside MT stabilizer, whose call it bears; % Hoechst-high responders; measured here: nuclear condensation Hoechst responders;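 share of cells brighter than vehicle mean plus two SD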
MT stabilizer cytotoxicity % = recorded beside MT stabilizer, whose call it bears; toxicity, %; measured here: cytotoxicity by cell density;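 0% = mean cell density of plate MIN control wells and 100% = no cells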
Autophagy mod cell loss 18 h = further read-out of Autophagy mod, marked with its call; toxicity, %; measured here: cell loss, nuclei count;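 cell loss after 18 h compound exposure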
Starred values were filed as active, the others as inactive; i = inactive; ? = inconclusive; nt = not tested or not shown; [ ] = dose if it differs, or a comment.

SMILES	K1F lysis inhibition	MT stabilizer	MT stabilizer Hoechst-high %	MT stabilizer cytotoxicity %	M17LAP inhibition	Dynein cargo inh	Dynein cargo inh cytoplasmic EGFP	Dynein cargo inh nuclear GR-EGFP	Dynein cargo inh cell count	ER stress rescue	b-catenin transl	b-catenin transl cell count 5 µM	M1AAP inhibition	Autophagy mod	Autophagy mod cell loss 18 h	Ins promoter up	Ins promoter up cell count
O=C(Nc1ccc2c(c1)CCC2)c1cccc(S(=O)(=O)N2CCN(c3ccc(F)cc3)CC2)c1	0.3%	2.6	1.8	7.3	-5%	0.45	-0.32	0.34	-0.058	-1.5%	0.3	1325	2%	i	7	-0.74	910
O=C(Nc1cccc(C(F)(F)F)c1)C1CCN(S(=O)(=O)c2cnc[nH]2)CC1	-0.7%	2.9	2.1	8.5	6%	-0.13	-0.19	0.12	0.12	-2.2%	nt	nt	-2%	i	-8	-0.15	1232
Cc1cccc(N(CC(=O)N2CCN(c3ccccc3F)CC2)S(C)(=O)=O)c1	-1.9%	2.1	2.6	4.9	-4%	-0.064	-0.35	-0.59	-0.73	0.1%	-1.1	1128	-4%	i	30	nt	nt
Nc1ncnc2c1ncn2Cc1ccccc1	-0.4%	4.4	2.1	6.3	-5%	-0.37	-0.29	-0.055	0.22	-0.8%	0.0	1045	1%	i	-7	0.4	1206
CCSc1nnc(NC(=O)C2CCCCC2)s1	0.3%	2.7	1.8	4.2	2%	1.7	-0.22	0.92	0.4	-1.9%	6.5	1161	1%	i	4	0.7	1315
COc1ccc([N+](=O)[O-])cc1NC(=O)c1ccc(-n2nc(C)cc2C)cc1	-3.1%	3.3	2.3	1.9	-13%	-0.44	-0.33	-0.31	0.22	-0.4%	-2.4	1046	3%	i	1	-0.34	1629
CCN1CCN(C(=O)C2CCC(CNS(=O)(=O)c3ccccc3)CC2)CC1 (stereo unspecified)	9.9%	0.9	1.2	21	0%	0.74	-0.1	0.24	-0.22	-3.3%	-1.8	1171	3%	i	-15	0.36	1032
Cc1ccnc(SCc2cc(=O)c(OC(=O)c3ccc(S(=O)(=O)N4CCCC4)cc3)co2)n1	0.5%	4.0	2.7	4.0	-2%	-0.41	0.1	-0.48	0.43	-3.8%	-2.7	528	3%	i	5	0.55	1254
O=C(Cn1nnc(-c2ccccc2F)n1)OCC(=O)c1ccccc1	0.7%	2.4	1.6	5.6	-4%	0.98	-0.24	0.42	-0.035	0.8%	0.6	981	-2%	i	11	-0.41	1480
Cc1cc(C)n(-c2nc3ccccc3nc2N2CCN(S(=O)(=O)c3ccc(F)c(C)c3)CC2)n1	0.2%	5.5	2.8	7.1	13%	-1.6	-0.25	-0.75	0.45	1.1%	0.0	1019	1%	i	3	0.18	1315
C=C(C)Cn1c(SCC(=O)N/N=C/c2cccc(O)c2)nc2ccccc2c1=O	0.4%[50 µM]	5.2	6.2	1.8	3%	0.17	-0.18	0.00053	-0.23	1.9%	-0.4	978	4%	i	-8	nt	nt
CCOC(=O)c1c(-c2ccncc2)csc1N	0.6%	3.2	2.4	1.5	4%	0.11	-0.24	0.15	0.32	-2.5%	1.5	1021	-4%	i	0	0	1218
CCC(=O)Nc1c2c(nn1-c1ccc(C)cc1C)CSC2	3.6%	4.5	2.7	6.2	0%	-1.4	-0.082	-0.52	0.41	-0.8%	-3.1	1417	4%	i	10	0.63	1431
Cn1cccc1/C=N/NC(=O)CSc1nc2ccccc2n1C	0.3%	nt	nt	nt	2%	0.39	-0.26	-0.22	-0.068	nt	1.0	1237	5%	nt	nt	0.52	1068
CC(C)(CO)NCc1cc(Br)ccc1OCc1ccccc1	0.2%	1.8	1.0	3.4	-1%	-0.43	0.54	0.53	-0.13	4.7%	-0.5	1018	-8%	i	-3	-0.15	855
Cn1c2ccccc2n2c(=O)c(=O)n(CC(=O)c3ccc(F)cc3)nc12	0.0%	3.8	2.7	1.5	-6%	-0.96	0.24	-0.21	0.48	0.2%	-6.7	1031	-3%	i	3	0.24	1562
O=C(CSc1n[nH]c(-c2ccncc2)n1)c1cccc([N+](=O)[O-])c1	nt	3.7	1.7	19	31%	1.4	-0.054	0.96	-1	0.5%	0.0	999	14%	i	11	0.18	1502
O=C(O)c1cccc(-c2ccc(/C=N/Nc3nn[nH]n3)o2)c1	-0.2%	2.2	2.8	10	26%	0.55	-0.31	0.71	-0.83	-0.9%	-3.9	1110	15%	i	-6	0.39	1557
CN(C)S(=O)(=O)c1cccc(-c2nnc(SCC(=O)NCCCCCC(=O)O)n2-c2ccc(F)cc2)c1	-0.9%	1.1	1.8	2.9	-4%	0.43	-0.35	-0.35	0.46	1.3%	1.7	936	3%	i	46	0.16	1581
CC(C)(C)Sc1ccccc1S(=O)(=O)C(C)(C)C	2.1%	nt	nt	nt	1%	0.87	-0.2	0.32	-0.086	nt	-3.0	1235	-1%	nt	nt	-0.21	1374
Cc1c(OCC(=O)OC(C)C)ccc2c3c(c(=O)oc12)CCC3	3.6%	2.0	1.8	4.6	11%	0.34	-0.26	0.27	0.073	-3.1%	nt	nt	16%	i	-2	0.95	1161
CCCC(=O)Nc1c(C(=O)OCC)oc2ccccc12	-0.1%	4.0	1.9	4.3	0%	-0.74	0.032	-0.2	0.11	nt	-2.1	1217	1%	i	-1	0.07	1305
CCCn1c(=O)n(N)c2ccccc21	0.9%	3.5	3.2	4.5	3%	0.69	-0.3	0.04	-0.062	-1.1%	-1.7	506	-1%	i	-14	0.25	1217
COc1ccc(O)c(C(=O)c2cc(C#N)c(=O)n(Cc3ccccc3)c2)c1	-0.5%	1.2	1.1	12	6%	-0.38	-0.28	-0.074	-0.25	-0.6%	-0.7	1059	7%	i	24	-0.27	1177
Cc1c(C(=O)c2ccc(Br)cc2)c(=O)n(C)c(=O)n1C	-1.4%[50 µM]	1.4	2.9	7.7	2%	0.6	-0.096	0.21	-1.7	0.0%	0.0	1559	0%	i	11	nt	nt
COc1ccc(-n2nnc3c(=O)n(CC(=O)NCC4CCCO4)cnc32)cc1 (stereo unspecified)	-1.2%	4.8	2.8	10	-5%	2	-0.11	1.8	-1.1	-1.1%	1.0	844	1%	i	43	-0.82	1333
COc1ccc(C(=S)N2CCCCCC2)cc1	-0.6%	2.1	2.3	11	1%	-0.42	-0.22	0.03	0.22	0.3%	-3.1	1176	8%	i	-5	nt	nt
Cc1ccc(C)n1-c1cccc(N)c1	nt	1.8	1.8	6.2	-12%	-0.83	-0.083	-0.42	0.86	0.3%	1.0	1213	-2%	i	-3	0.39	1038
CCOC(=O)c1sc(-c2cccs2)nc1C	1.5%	2.4	1.7	2.8	9%	0.17	-0.17	0.049	-0.48	1.3%	2.1	1070	12%	i	-9	0.08	1120
C=CCNC(=O)NC(=O)COC(=O)c1cccnc1SC	-0.1%	0.7	0.4	4.0	12%	-0.18	-0.19	-0.34	0.26	-0.4%	nt	nt	1%	i	5	-0.64	982
Cc1cccc(N2C(=O)CS/C2=N\NC(=O)c2cccnc2)c1C	-0.5%	1.9	1.3	5.9	4%	-0.93	-0.28	-0.59	1.3	0.0%	1.2	1522	2%	i	4	nt	nt
COC(=O)c1ccc(/C(O)=C(\C#N)c2nc3ccccc3s2)cc1	0.3%	4.5	2.7	11	-8%	-0.15	-0.33	0.13	0.29	-3.3%	-1.5	1393	9%	i	-11	0.23	1492
CN(C(=O)c1cc2ccccc2oc1=O)C1(C)CCS(=O)(=O)C1 (stereo unspecified)	1.6%	1.4	2.1	6.8	1%	0.89	-0.36	0.26	-0.49	0.7%	-0.9	1010	-4%	i	-4	-0.05	1573
CCN(CC(=O)NCCc1ccccc1)S(=O)(=O)c1ccc(C)cc1	6.0%	6.5	1.1	2.1	15%	0.39	-0.25	0.31	-0.15	5.6%	-2.6	535	0%	i	17	?	nt
COc1ccc(N2CCN(C(c3cc(OC)ccc3OC)c3nnnn3Cc3ccco3)CC2)cc1 (stereo unspecified)	1.8%	2.6	1.3	4.0	5%	-0.099	-0.24	0.12	0.55	nt	-0.8	1097	16%	i	9	-0.36	1211
Cc1cc2c(o1)CC(C)(C)CC2=O	-2.4%	4.3	3.8	3.6	-4%	0.051	0.057	0.34	0.47	-0.9%	-1.0	1097	-3%	i	8	0.44	1280
CC(C)CC(=O)Nc1cc(C(F)(F)F)ccc1N1CCOCC1	0.0%	2.1	1.4	5.5	0%	0.43	-0.19	0.088	0.62	-4.1%	3.1	1027	3%	i	2	nt	nt
Cc1ccccc1NC(=O)C(C#N)Cc1cccnc1 (stereo unspecified)	0.2%	4.6	3.2	12	4%	-0.39	-0.45	0.092	0.73	0.8%	-2.7	1035	3%	i	3	0.72	1446
